D1 PAM: Potentiators of Human D1 Dopamine Receptor: qHTS; D(1A) dopamine receptor (Homo sapiens), P21728; HEK293 TREx D1 cells, calcium flux, dopamine EC20 potentiation; potentiation, % at 10 µM; 360,000 compounds, 0.036% hits; AID 504651, 2011; in the data active means potentiation above about 30%; further: 0% is about no effect
RXFP1 ag: qHTS Assay for Agonists of the Relaxin Receptor RXFP1. Relaxin receptor 1 (Homo sapiens), Q9HBX9. HEK293T-RXFP1 cAMP TR-FRET, 30 min; response scale: percent of porcine relaxin response, buffer zero. Potency, µM (top dose mostly 57.5 µM), without a hit: at the highest dose activation, most hits filed as activators. 370,000 compounds, 0.3% hits; further: potency means the concentration at half of the fitted maximal effect; on the % scale 0 is the no-effect control and ±100 the full control effect; nearly all actives have a fitted effect of over 60% in size; many of its hits are not listed in these tables
Target sequence (Q9HBX9 whole entry, looked up): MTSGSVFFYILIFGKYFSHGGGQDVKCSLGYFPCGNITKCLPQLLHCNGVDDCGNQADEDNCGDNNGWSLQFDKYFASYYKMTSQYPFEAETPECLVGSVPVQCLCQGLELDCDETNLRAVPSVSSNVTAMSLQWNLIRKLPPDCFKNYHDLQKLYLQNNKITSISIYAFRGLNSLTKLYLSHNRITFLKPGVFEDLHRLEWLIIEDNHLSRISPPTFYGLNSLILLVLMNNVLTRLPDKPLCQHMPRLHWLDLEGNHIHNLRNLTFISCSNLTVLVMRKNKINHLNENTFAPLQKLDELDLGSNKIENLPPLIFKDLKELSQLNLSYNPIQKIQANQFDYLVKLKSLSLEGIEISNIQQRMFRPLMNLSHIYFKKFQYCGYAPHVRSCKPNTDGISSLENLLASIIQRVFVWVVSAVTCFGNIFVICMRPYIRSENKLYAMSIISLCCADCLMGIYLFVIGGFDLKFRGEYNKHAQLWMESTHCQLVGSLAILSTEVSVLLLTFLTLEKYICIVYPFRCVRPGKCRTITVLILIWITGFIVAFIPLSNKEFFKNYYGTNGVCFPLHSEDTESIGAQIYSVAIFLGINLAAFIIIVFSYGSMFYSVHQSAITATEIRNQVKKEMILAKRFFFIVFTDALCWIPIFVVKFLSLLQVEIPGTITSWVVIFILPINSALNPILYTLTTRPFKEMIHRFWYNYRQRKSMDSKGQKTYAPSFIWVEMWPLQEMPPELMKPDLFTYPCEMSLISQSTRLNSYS
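Agonist response is measured as cAMP accumulation in an RXFP1-transfected HEK293T line under PDE4 inhibition. Values are scaled between buffer-only and 29 nM porcine relaxin, and EC50s come from standard Hill equation fits.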
Vif-APOBEC3F blk: qHTS for Inhibitors of Vif-A3F Interactions: qHTS. HeLa A3F-eYFP + Vif (tagged APOBEC3F with the HIV-1 protein that degrades it), YFP fluorescence increase. Potency, µM (highest dose often 46.1 µM), for the others: at the top dose activity, negative = active. 390,000 compounds, 0.2% hits. AID 602313, 2012; further: potency means the concentration at half of the fitted maximal effect; % of control where 0% means no effect; nearly all actives have a fitted effect of over 65% in size
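HeLa cells stably expressing Vif plus C-terminally eYFP-tagged A3F were seeded, incubated overnight at 37 deg C, dosed with compound, incubated overnight again at 37 deg C. Yellow fluorescence (Ex 488/Em 500-530) reported blocked Vif-mediated A3F-eYFP degradation.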
LDHA inh: qHTS assay for inhibitors of human lactate dehydrogenase; 480,000 compounds, 0.15% hits; AID 1347041, 2019; activity change, % (values are at about 110 or 230 µM); purified LDHA, NADH/diaphorase-resazurin fluorescence; hits give low values; L-lactate dehydrogenase A chain (Homo sapiens), P00338; in the data active means activity change below about -30%; inconclusive means mostly about -25% to -30%;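 further: plate controls were DMSO wells for no effect and wells without enzyme for full effect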
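Resorufin fluorescence (ex540/em590), read at 0 and 20 min after diaphorase/resazurin addition, reports the NADH left after a 5 min room-temperature reaction of 2 nM human LDH5 with 0.06 mM NADH and 0.2 mM pyruvate.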
GRP78 ERSR act: qHTS for Inducers of the Endoplasmic Reticulum Stress Response (ERSR) in Human Glioma: qHTS; U87-MG GRP78 promoter luciferase reporter, 16 h; Potency, µM, for the others: at the top dose activation, most hits filed as activators; 420,000 compounds, 0.02% hits; AID 602332, 2012; further: potency means the concentration at half of the fitted maximal effect; series mostly up to about 76 µM; % of control where 0% means no effect; nearly all actives have a fitted effect of over 35% in size
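Stably transfected U87-MG glioma cells carrying a GRP78-based luciferase sensor; 16 h compound incubation. Luminescence end-point read 10 min after Bright-Glo addition at room temperature.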
Vif-A3G inh: qHTS for Inhibitors of Vif-A3G Interactions: qHTS; HeLa A3G-eYFP + Vif (tagged APOBEC3G with the HIV-1 protein that degrades it), YFP fluorescence, overnight; Potency, µM (highest dose often 46.1 µM), without a hit: at the highest dose activity, negative = active, actives largely listed as inhibitors; 410,000 compounds, 0.076% hits;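 further: potency means the concentration at half of the fitted maximal effect; on the % scale 0 is the no-effect control and ±100 the full control effect; nearly all actives have a fitted effect of over 60% in size; hits raise eYFP signal because A3G escapes Vif-driven loss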
Target sequence (Q9HC16 whole entry, looked up): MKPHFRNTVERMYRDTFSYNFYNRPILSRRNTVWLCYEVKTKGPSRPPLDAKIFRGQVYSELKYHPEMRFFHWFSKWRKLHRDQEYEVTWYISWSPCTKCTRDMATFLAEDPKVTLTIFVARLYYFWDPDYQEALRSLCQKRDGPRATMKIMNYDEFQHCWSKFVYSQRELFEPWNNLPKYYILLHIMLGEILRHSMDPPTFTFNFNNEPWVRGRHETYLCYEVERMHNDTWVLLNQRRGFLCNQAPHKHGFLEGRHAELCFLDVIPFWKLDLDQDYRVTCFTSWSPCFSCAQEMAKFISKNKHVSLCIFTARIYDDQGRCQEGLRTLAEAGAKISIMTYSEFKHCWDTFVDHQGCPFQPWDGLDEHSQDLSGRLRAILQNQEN
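Read-out is eYFP fluorescence (Ex 488/Em 500-530) from Vif-expressing HeLa A3G-eYFP cells; more signal means A3G escaped Vif-mediated degradation. Cells plated overnight, compound pinned in, incubated overnight at 37 deg C.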
D1 antagonist: Antagonist of Human D 1 Dopamine Receptor: qHTS. D(1A) dopamine receptor (Homo sapiens), P21728. HEK293 TREx D1 cells, calcium flux, dopamine EC80; hits give low values. activity change, negative = inhibition, % at 10 µM. 360,000 compounds, 3.2% hits. AID 504652, 2011; in the data active means activity change below about -30%; further: on the % scale 0 is the no-effect control and ±100 the full control effect
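Tetracycline-induced HEK293 Trex D1 cells, force-coupled to calcium, dye-loaded; compounds added and read 180 s, then EC80 dopamine added and calcium flux tracked kinetically another 180 s.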
D2 PAM: HTS Assay for Positive Allosteric Modulators of the Human D2 Dopamine Receptor: Primary Screen for Potentiators | D(2) dopamine receptor (Homo sapiens), P14416 | HEK293 T-REx D2, calcium flux, EC20 dopamine potentiation | potentiation, % at 10 µM | 340,000 compounds, 0.34% hits | AID 485347, 2010;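 active means potentiation over 3 SD above the plate norm, cut at about 30% in these data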; further: 0% is about no effect
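Calcium flux readout, no-wash dye, 1 read/s. Inducible HEK293 Trex D2 line, overnight 30 C. Compound alone 180 s (agonist flags), then EC20 dopamine, another 180 s to score potentiation.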
D1 agonist: Allosteric Agonists of the Human D1 Dopamine Receptor: qHTS | D(1A) dopamine receptor (Homo sapiens), P21728 | HEK293 T-REx D1 cells, calcium flux, agonist mode | activation, % at 2 µM | 360,000 compounds, 1% hits | AID 504660, 2011; in the data active means activation above about 30%; further: 0% is about no effect
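Tetracycline-induced HEK293 TREx D1 cells, force-coupled to calcium signalling, were dye-loaded with a no-wash calcium kit. Compound was pin-added after a 10 s baseline. Fluorescence was read kinetically at 1 cycle/s for 180 s, with calcium rises flagged as agonism.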
Active calls of the source: *; ? = inconclusive; / = not tested or not shown; & = joins results of further samples. Unless noted, the call rests on the fitted dose curve; in most records, active means well fitted curve in the direction sought with a large enough effect; inconclusive means small, poorly fitted or top-dose-only effect, or another doubt; inactive means no such curve, though single readings can be large; an effect the other way counts as inactive or inconclusive. An excerpt; the hit share may differ from the screen's.

The line under a structure holds: LDHA inh, D1 agonist, RXFP1 ag, D1 antagonist, Vif-A3G inh, D1 PAM, D2 PAM, Vif-APOBEC3F blk, GRP78 ERSR act
> COc1ccc(S(=O)(=O)N(CC(=O)N2CCC(C)CC2)c2ccc(C)cc2)cc1
    -2.2, -1.2, 0.6%, -5.2, 6.2%, -0.4, 9.0, -0.7%, -1.9%
> CCn1c(CCn2ccnc2C)n[nH]c1=S
    -3.8, 3.6, -0.2%, 0.9, -2.8%, -0.2, 1.5, -12.4%, -3.5%
> COc1ccc(Cl)cc1NC(=O)CCN1C(=O)C2CC=CCC2C1=O (centres undefined)
    -3.9, 2.8, 2.7%, 1.9, 1.1%, -0.8, -7.6, -17.1%, -0.1%
> CCOc1ccc(C(=O)Nc2cccc(NC(=O)c3ccc(C(C)(C)C)cc3)c2)cc1Br
    -4.8, 3.4, 0.2%, -9.2, 1.4%, 0.1, -7.6, 4.2%, 1.1%
> CCn1cc(S(=O)(=O)c2cccc(Cl)c2)c(=O)c2cc(F)c(N3CCN(C)CC3)cc21
    -3.7, 3.8, 2.7%, -2.4, 0.6%, 5.2, /, -4.6%, -4.4%
> Cc1ccc(C)c(NC(=O)NNC(=O)c2cc3ccccc3cc2O)c1
    -4.2, 8.1, 2.9%, -6.1, -3.8%, -4.2, 0.4, 1.9%, -3.3%
> O=c1c2ccccc2nc(/C=C/c2ccc(Cl)cc2)n1CCO
    -3.7, 0.6, 5.6%, -8.2, -24.0%, 0.6, -8.2, 1.6%, 3.1%
> Cc1ccc(NC(=O)/C(=C\c2ccco2)NC(=O)c2ccco2)cc1
    0.6, 1.4, -2.3%, 0.5, -1.6%, 0.0, -5.9, -0.2%, 4.9%
> Cc1ccsc1/C=N\NC(=O)c1cc(C(C)(C)C)[nH]n1
    -2.1, 0.5, -1.6%, -38.7*, 1.4%, -7.5, -1.2, 11.7%, 0.0%
> O=C(CCN1CCCCO1)N1CCCC(N2CCN(c3ccc(F)cc3)CC2)C1 (centres undefined)
    -1.8, 2.1, 2.1%, -3.9, 6.9%, -1.8, -8.3, -2.9%, -0.2%
> Oc1ccc(Br)cc1CNn1cnnc1
    -5.1, /, -0.1%, /, 2.8%, /, /, 6.7%, -3.6%
> CNS(=O)(=O)c1cn(CC(=O)N(C)Cc2ccccc2)cc1S(=O)(=O)NC
    0.3, 2.3, 1.1%, 7.8, 1.1%, -7.2, /, -1.6%, -3.6%
> COc1ccc2[nH]c(C(=O)N/N=C/c3ccc(OC)c(O)c3)cc2c1
    -5.2, 2.5, 8.6%, -2.3, 2.51µM*, 0.8, -7.9, 0.7%, 4.8%
> COc1ccc(CC(=O)Nc2sc3c(c2C(N)=O)CCCC3)cc1
    -3.3, -0.5, -1.0%, -4.3, -6.1%, -0.2, -3.9, -2.3%, -2.1%
> Cc1cc(N)c(-n2cc3c(=O)n(C)c(=O)n(C)c3c2)cc1C
    6.0, 1.4, 5.9%, -3.4, -11.5%, -6.7, -7.7, ?, 9.5%
> COc1cccc(C2NC(=O)NC(C)=C2C(=O)OCCSC)c1OC (centres undefined)
    -3.0, /, /, /, -0.7%, /, /, 0.4%, -5.0%
> O=C(Cn1ncc2ccccc21)N1CCc2ccccc21
    -0.9, -2.1, 1.3%, 5.0, 1.3%, -1.7, -8.0, -7.9%, 0.1%
> CC1(C)C(=O)Nc2ccccc2N1C(=O)COC(=O)c1cc([N+](=O)[O-])ccc1N
    -5.8, 0.9, 0.0%, 1.3, -8.5%, -4.0, 3.3, 9.2%, -1.3%
> COc1ccc(Nc2sc(C(=O)c3ccccc3)c(N)c2C(=O)Nc2cc(C)ccc2C)c(OC)c1
    -1.7, 47.1*, -1.0%, -18.6, -3.1%, 1.4, 4.3, -2.6%, ?
> COc1cccc(Cn2c(CNS(=O)(=O)c3ccc(F)c(Cl)c3)nc3cccnc32)c1
    -3.2, 0.9, -2.6%, 4.3, 2.6%, -0.2, 8.8, -1.6%, -2.8%

Sorted by the number under Vif-A3G inh (descending): three of the compounds above.
canonical_smiles | Vif-A3G inh
O=C(Cn1ncc2ccccc21)N1CCc2ccccc21 | 1.3%
CNS(=O)(=O)c1cn(CC(=O)N(C)Cc2ccccc2)cc1S(=O)(=O)NC | 1.1%
COc1ccc(Nc2sc(C(=O)c3ccccc3)c(N)c2C(=O)Nc2cc(C)ccc2C)c(OC)c1 | -3.1%

Remaining list, next part:
The line under a structure holds: LDHA inh, D1 agonist, RXFP1 ag, D1 antagonist, Vif-A3G inh, D1 PAM, D2 PAM, Vif-APOBEC3F blk, GRP78 ERSR act
> CCOc1cc(/C=N/O)ccc1OCc1ccc([N+](=O)[O-])cc1
    -8.1, 1.1, 5.9%, 0.6, -6.2%, -0.1, -2.3, 5.6%, 2.9%
> CNC(=O)N(O)C1N(/N=C/c2cccs2)C(=S)SC1(C)C (centres undefined)
    -8.8, 0.4, 0.6%, -2.7, -11.2%, -2.2, 7.0, 0.0%, 1.0%
> OC(COc1ccc(-c2ccccc2)cc1)CN1CCCCC1 (centres undefined)
    -5.0, /, /, /, 5.6%, /, /, 1.2%, 1.2%
> O=c1oc2ccccc2c(O)c1Sc1ccc(Cl)cc1
    -12.3&-3.5, /, /, /, -2.9%, /, /, 1.7%, -3.1%
> Cc1ccc(C)c2[nH]c(=O)c(CN(CCCN(C)C)C(=O)NCc3ccccc3)cc12
    -1.6, 0.9, 5.8%, -3.6, 0.9%, 2.8, -10.2, /, -4.2%
> Cc1ccc2c(CNC3CCCCC3)c(C(=O)O)n(Cc3ccc(F)cc3)c2c1
    -4.9, 0.2, 2.0%, 9.8, -0.4%, 6.5, /, -0.5%, -1.0%
> Cc1cc(C)cc(OC(=O)CS(=O)c2ccc(C(F)(F)F)cc2[N+](=O)[O-])c1 (centres undefined)
    8.2, 0.8, 0.2%, -17.0, -15.3%, -5.9, -0.7, 2.0%, -15.6%
> CCn1c(Cn2nnc(-c3ccccc3)n2)nnc1SCC(=O)N1CCOCC1
    -6.6, 0.4, -0.3%, 9.0, -0.1%, 12.9, 6.4, -3.1%, -2.6%
> COc1cc(C(C[N+](=O)[O-])c2c(N)n(C)c(=O)n(C)c2=O)ccc1O (centres undefined)
    -7.9, 5.3, -1.8%, 0.9, ?, -2.6, 2.7, 7.3%, -16.2%
> CSc1ccc(C(=O)C2CCCN(C(=O)c3nn(C)c(=O)c4ccccc34)C2)cc1 (centres undefined)
    -8.3, 1.9, 0.5%, -15.1, -0.1%, 1.7, -0.6, 0.4%, 2.0%
> C=CCn1c(COc2cccc3cccnc23)nnc1SCC(=O)O
    1.7, 1.9, 0.1%, 1.8, -4.3%, -1.8, -0.3, -3.1%, 0.6%
> CN(c1ccc(Cl)cc1)S(=O)(=O)c1nnc(NC(=O)C(C)(C)C)s1
    -6.0, 2.7, -0.2%, 8.8, 2.6%, -3.9, -6.6, 7.1%, 1.3%
> O=C(O)c1ccc(NC(=S)NC(=O)c2ccc(-c3ccc(Br)cc3)o2)cc1
    -5.1, 0.9, 29.6%, 1.5, -3.7%, 0.7, -1.7, -0.2%, 3.9%
> CCOC(=O)/C(=C\c1ccc(C)cc1)NC(=O)c1ccccc1
    -5.6, 3.1, 2.9%, 6.6, -8.7%, 1.4, 7.3, -3.7%, -2.2%
> S=c1[nH]nc(-c2cccnc2)n1-c1ccc2c(c1)OCCO2
    -4.3, 2.5, 2.8%, -46.2*, -0.5%, -2.0, 2.1, -11.9%, -1.2%
> NS(=O)(=O)c1cccc(NC(=O)COC(=O)Cn2cnc3ccccc32)c1
    -1.7, 1.8, 1.8%, 17.5, 2.1%, -2.0, -3.5, 4.0%, 1.5%
> S=C(NCc1ccccc1)NC1CCSc2ccccc21 (centres undefined)
    -6.5, 2.3, -2.7%, 6.4, 3.3%, -4.5, 4.8, -2.8%, -2.1%
> O=S(=O)(c1ccc(NC(=S)NN=Cc2ccccc2O)cc1)N1CCCCC1
    -4.1, /, /, /, -18.1%, /, /, 0.1%, 1.5%
> CCCCCCn1c(=O)n2n(c1=O)C[C@]1(OC(=O)NCc3ccccc3F)CN(S(=O)(=O)c3ccc(C)cc3)C[C@]1(O)C2
    -3.2, /, /, /, 0.1%, /, /, -13.5%, 0.5%
> COc1ccc(-n2nc(C(=O)NCC(=O)N3CCOCC3)c3ccccc3c2=O)cc1OC
    -4.3, -1.4, 10.3%, 12.5, -0.6%, 2.9, -0.1, -24.2%, -1.6%
> Cc1cc(N/N=C2/CCCc3ccccc32)nc2ccccc12
    2.3, 0.6, 0.6%, 22.8, -12.1%, 3.3, 0.6, ?, 5.4%
> O=C(COC(=O)c1cccc(N2C(=O)c3ccccc3C2=O)c1)Nc1ccccc1
    -2.2, 2.7, 0.4%, -14.2, 0.1%, -8.8, /, -1.6%, -3.1%
> Cc1noc(C)c1NC(=O)N(C)C[C@@H]1OCc2cn(nn2)CCCC(=O)N([C@H](C)CO)C[C@H]1C
    -5.9, /, /, /, -1.8%, /, /, -15.4%, -3.5%
> CC(=O)N1N=C(c2cccc([N+](=O)[O-])c2)OC1(C)c1cccs1 (centres undefined)
    -0.3, 4.3, 4.5%, 0.7, -0.3%, -8.5, -2.1, 1.9%, 6.0%
> NC1=NC(=O)/C(=C/c2c(OS(=O)(=O)c3ccc(Cl)cc3)ccc3ccccc23)S1
    2.1, 2.3, 2.4%, 2.5, -1.5%, -0.5, 2.0, -14.8%, -3.5%
> CCOc1ccccc1NC(=O)C(OC(=O)c1ccc(NC(=O)CC#N)cc1)c1ccccc1 (centres undefined)
    -6.8, 5.9, 1.0%, 10.1, -0.2%, 3.9, 1.0, -11.6%, -3.0%
